D2 PAM: positive allosteric modulators of human D2 dopamine receptor; P14416; HEK293 T-REx D2, calcium flux, EC20 dopamine potentiation; potentiation, % at 10 µM; actives 0.34% (n = 340,000);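 active = potentiation over 3 SD above the plate norm, cut at about 30% in these data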; note: 0% is about no effect
Target sequence (P14416 whole entry, looked up): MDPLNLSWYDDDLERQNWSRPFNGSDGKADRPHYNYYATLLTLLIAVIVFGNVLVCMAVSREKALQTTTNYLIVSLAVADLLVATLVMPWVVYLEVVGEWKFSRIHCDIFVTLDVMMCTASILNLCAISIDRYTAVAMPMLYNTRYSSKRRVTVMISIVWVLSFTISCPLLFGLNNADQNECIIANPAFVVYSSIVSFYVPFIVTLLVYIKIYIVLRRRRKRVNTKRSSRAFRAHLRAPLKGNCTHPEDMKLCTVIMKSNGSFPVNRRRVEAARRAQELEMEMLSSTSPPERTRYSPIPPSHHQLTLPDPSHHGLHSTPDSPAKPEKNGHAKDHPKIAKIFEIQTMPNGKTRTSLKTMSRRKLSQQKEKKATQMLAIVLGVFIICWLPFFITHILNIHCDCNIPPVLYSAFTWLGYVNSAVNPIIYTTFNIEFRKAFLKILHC
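Cells plated with tetracycline inducer and held overnight at 30 C; calcium dye loaded 30–90 min at room temperature; baseline taken, compound added and read 180 s; EC20 dopamine then added and read 180 s.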
TRHR agonist: agonists of human TRH receptor; TRHR cells, calcium flux fluo-8, FDSS agonist mode; P34981; actives 0.18% (n = 360,000); activation, % at 2 µM; note: 0% is about no effect
Target sequence (P34981 whole entry, looked up): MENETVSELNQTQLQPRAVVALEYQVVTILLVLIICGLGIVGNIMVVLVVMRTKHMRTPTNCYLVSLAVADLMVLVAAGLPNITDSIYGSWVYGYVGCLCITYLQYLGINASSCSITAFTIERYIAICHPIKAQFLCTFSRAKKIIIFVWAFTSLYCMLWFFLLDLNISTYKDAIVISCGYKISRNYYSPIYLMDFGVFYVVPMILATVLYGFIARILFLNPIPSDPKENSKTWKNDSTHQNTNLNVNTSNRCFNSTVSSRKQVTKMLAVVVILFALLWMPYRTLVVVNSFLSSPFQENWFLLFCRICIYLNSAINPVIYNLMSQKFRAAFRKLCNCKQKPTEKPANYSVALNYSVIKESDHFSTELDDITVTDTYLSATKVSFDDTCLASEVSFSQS
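TRHR-expressing cells, plated overnight in medium with 10% serum, were loaded with fluo-8 calcium dye at room temperature. After a 10 s baseline, library compound was pin-added and calcium release was recorded kinetically (ex 480/em 530) as agonist response.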
TRHR PAM: allosteric enhancers of human TRH receptor; P34981; TRHR cells, fluo-8 calcium fluorescence, EC20 TRH enhancement; enhancement, % at 2 µM; actives 0.66% (n = 360,000); in the data active = enhancement above about 30%; note: 0% is about no effect
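TRHR-expressing cells loaded with fluo-8 calcium dye were read kinetically (ex 480/em 530) during compound addition, then stimulated with an EC20 of TRH (10 nM final). Enhancement of the Gq-mediated intracellular calcium response was scored.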
D1 potentiator: enhances dopamine response at the human D1 receptor | P21728 | HEK293 TREx D1 cells, calcium flux, dopamine EC20 potentiation | potentiation, % at 10 µM | actives 0.036% (n = 360,000); in the data active = potentiation above about 30%; note: 0% is about no effect
D1 antagonist: blocks dopamine activation of the human D1 receptor; HEK293 TREx D1 cells, calcium flux, dopamine EC80; active compounds read low; activity change, negative = inhibition, % at 10 µM; actives 3.2% (n = 360,000); AID 504652; in the data active = activity change below about -30%; note: % is set by controls: 0 for no effect and ±100 for the full control effect
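Tetracycline-induced HEK293 Trex D1 cells, force-coupled to calcium, dye-loaded; compounds added and read 180 s, then EC80 dopamine added and calcium flux tracked kinetically another 180 s.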
D2 agonist: D2 dopamine receptor (human) agonism | P14416 | AID 485358 | actives 0.53% (n = 340,000) | activation, % at 2 µM | HEK293 T-REx D2 cells, calcium flux agonist mode;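 active = activation over 3 SD above normal in the single-dose calcium agonist read, cut at about 30% in these data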; note: 0% is about no effect
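Agonism is scored from calcium flux in a force-coupled, inducible HEK293 cell line expressing D2, read kinetically for 180 s after compound addition against dopamine controls.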
D1 agonist: agonists of human D1 dopamine receptor; activation, % at 2 µM; actives 1% (n = 360,000); P21728; HEK293 T-REx D1 cells, calcium flux, agonist mode; note: 0% is about no effect
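Inducible HEK293 T-REx D1 cells, force-coupled to calcium signalling, were plated at 4000 cells/well with tetracycline and held overnight at 30 C. After no-wash calcium dye loading, compound-evoked calcium rise over 180 s flagged agonists.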
D2 antagonist: antagonizes the human D2 dopamine receptor; P14416; inhibition, % at 10 µM; HEK293 TREx D2 cells, calcium flux, dopamine EC80; actives 2% (n = 340,000); AID 485344; in the data active = inhibition above about 30%; note: 0% is about no effect
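Dopamine at EC80 is the agonist stimulus; test compounds precede it by 180 s. Calcium flux read kinetically in a force-coupled, inducible HEK293 T-REx D2 cell line.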
RXFP1 antagonist: antagonists of human relaxin receptor RXFP1; HEK293-RXFP1, relaxin-stimulated cAMP HTRF, 30 min; active compounds read low; actives 0.59% (n = 350,000); activity change, negative = inhibition, % at 57.5 µM;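 active = activity change of -60% or lower, but not beyond a set lower limit; inconclusive = change between -60% and -40%, or beyond the set limit; inactive = change above -40%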; note: % is set by controls: 0 for no effect and ±100 for the full control effect
The depositor's hits bear a star; ? = inconclusive; · = not tested or not shown; & = joins results of further samples. Cut-off read from the data, not from the text of the source, unless noted: active = activation above about 30%; inactive = the rest.

A first look (3 entries):
SMILES	D2 PAM	TRHR agonist	TRHR PAM	D1 potentiator	D1 antagonist	D2 agonist	D1 agonist	D2 antagonist	RXFP1 antagonist
O=C(NCC1CCCO1)c1cc(S(=O)(=O)N2CCCC2)c(Cl)cc1Cl (configuration not stated)	-2	0.0	1	-1	4	-0.4	9	-4	-23
CC1=Nc2cc(C(=O)NCC3CCCO3)ccc2Sc2ccc(Br)cc21 (configuration not stated)	-3	-0.3	2	-6	-25	-0.7	6	14	2
Cc1ccc2cc(CCl)c(Cl)nc2c1	3	-0.3	0	-3	-2	-0.5	1	-6	-6

The whole of this part, from the start:
SMILES	D2 PAM	TRHR agonist	TRHR PAM	D1 potentiator	D1 antagonist	D2 agonist	D1 agonist	D2 antagonist	RXFP1 antagonist
O=C(NCC1CCCO1)c1cc(S(=O)(=O)N2CCCC2)c(Cl)cc1Cl (configuration not stated)	-2	0.0	1	-1	4	-0.4	9	-4	-23
CC1=Nc2cc(C(=O)NCC3CCCO3)ccc2Sc2ccc(Br)cc21 (configuration not stated)	-3	-0.3	2	-6	-25	-0.7	6	14	2
Cc1ccc2cc(CCl)c(Cl)nc2c1	3	-0.3	0	-3	-2	-0.5	1	-6	-6
CCN(CC)C(=O)COc1ccc(/C(C)=N/NC(=O)c2ccccc2Br)cc1	2	0.8	4	-2	-6	-0.4	2	17	1
Cc1cccc(C)c1NC(=O)C(=O)c1cn(C)c2ccccc12	3	-1.3	-2	-8	37	0.1	1	-4	-9
O=C1C2CCCCN2C(=O)N1CCCCN1CCN(c2ccccc2Oc2ccccc2)CC1 (configuration not stated)	-15	-0.4	0	-8	0	-0.4	6	84*	-4
O=C(CNC(=O)c1ccccc1F)OCc1csc(-c2ccccc2)n1	10	0.7	-1	1	12	-0.6	0	-18	-3
CCC/C(=N/NC(=O)c1cccc(Cl)c1)c1ccccc1	-7	-0.1	0	-1	-1	-0.6	4	20	-6
C#CCOCCOCCOCCNc1nc(N2CCN(C(=O)[C@H]([C@@H](C)CC)n3cc([C@@H](N)CO)nn3)CC2)nc(N2CCN(C(=O)[C@H](CCCCN)n3cc([C@@H](N)C(C)CC)nn3)CC2)n1 (some centres not stated)	-13	0.7	1	-4	7	0.2	-4	18	·
Cc1cc(=O)[nH]c(NN)n1	-4	0.0	3	-2	-18	0.8	2	-8	17
O=C(Nc1nc2c(s1)CCCC2)c1ccc(N2C(=O)CCC2=O)cc1	4	0.1	25	-7	-71*	-2.5	3	-21	-6
COc1ccc(NC(=O)Cn2c(=O)cc(C)c3c(C)nn(C)c32)cc1	14	-0.2	26	-5	-17	-0.5	13	·	·
CN(C(=O)COC(=O)c1ccc2c(c1)OCCO2)C1CCCCC1	·	-0.3	-1	-3	-14	·	3	·	-17
COc1ccc(NC(=O)CN2C(=O)COc3ccc(S(=O)(=O)N4CCCCCC4)cc32)cc1	-3&-7	0.3&-0.4	-6&-2	5&-5	-11&-16	-2.6&-0.1	2&0	-6	-3&7
COc1ccc2c(c1)C(C)CC(C)(C)N2C(=O)CSc1nc2ccccc2s1 (configuration not stated)	-6	0.5	-9	1	-5	-0.4	7	14	-14
O=C(Nc1nc(-c2nc3ccccc3s2)cs1)C1CC1	3	-1.7	6	-6	2	-1.5	1	1	·
Cn1c(-c2ccccc2)cnc1NCc1cc(Cl)ccc1O	-13	-1.3	-6	-10	-8	0.7	8	2	4
Cc1ccccc1NS(=O)(=O)c1cc(C(=O)Nc2ccccc2-c2ccccc2)ccc1Cl	2	0.5	-1	-1	5	-1.5	3	-3	-10
N#C/C(=C\c1cccc(O)c1)C(=O)N1CCCCC1	1	0.5	-14	0	-15	2.5	1	-16	5
Cc1ccc2nc(Cl)c3cc(C(=O)N(CCN(C)C)Cc4ccco4)sc3c2c1	·	0.9	14	-1	-4	·	4	·	?
CCC(=O)N1COC[C@@H]1Cc1ccccc1	-3	-0.1	7	-1	22	2.7	2	7	-5
CC(=O)N1CCc2cc(S(=O)(=O)C(C)CC(=O)NCc3ccc(C)o3)ccc21 (configuration not stated)	-3	-0.3	1	-3	-4	0.0	3	-2	5
COc1ccc(/C=N/NC(=O)c2cc3c(ccc4ccccc43)o2)c(OC)c1	8	0.0	-4	-5	9	-1.2	4	-17	-8
O=C(c1ccc2nc(-c3ccco3)c(-c3ccco3)nc2c1)N1CCN(c2ccccc2)CC1	·	0.5	-2	-1	6	0.5	-1	-1	-27
O=S(=O)(Nc1cc(F)ccc1F)c1ccc2[nH]c3c(c2c1)CCCC3	9	-0.2	12	0	12	-0.5	0	·	1

Pulled by compound from the list above (four):
SMILES	D2 PAM	TRHR agonist	TRHR PAM	D1 potentiator	D1 antagonist	D2 agonist	D1 agonist	D2 antagonist	RXFP1 antagonist
CCN(CC)C(=O)COc1ccc(/C(C)=N/NC(=O)c2ccccc2Br)cc1	2	0.8	4	-2	-6	-0.4	2	17	1
CC(=O)N1CCc2cc(S(=O)(=O)C(C)CC(=O)NCc3ccc(C)o3)ccc21 (configuration not stated)	-3	-0.3	1	-3	-4	0.0	3	-2	5
O=C(c1ccc2nc(-c3ccco3)c(-c3ccco3)nc2c1)N1CCN(c2ccccc2)CC1	·	0.5	-2	-1	6	0.5	-1	-1	-27
Cc1cccc(C)c1NC(=O)C(=O)c1cn(C)c2ccccc12	3	-1.3	-2	-8	37	0.1	1	-4	-9

Exported with two lines to a compound: part of the list above.
Under each structure – D2 PAM, TRHR agonist, TRHR PAM, D1 potentiator, D1 antagonist, D2 agonist, D1 agonist, D2 antagonist, RXFP1 antagonist
Cc1ccc2nc(Cl)c3cc(C(=O)N(CCN(C)C)Cc4ccco4)sc3c2c1
 : ·, 0.9, 14, -1, -4, ·, 4, ·, ?
CCC(=O)N1COC[C@@H]1Cc1ccccc1
 : -3, -0.1, 7, -1, 22, 2.7, 2, 7, -5

Next entries:
SMILES	D2 PAM	TRHR agonist	TRHR PAM	D1 potentiator	D1 antagonist	D2 agonist	D1 agonist	D2 antagonist	RXFP1 antagonist
CCOc1ccc(OCC)c(NC(=O)CN(C)S(=O)(=O)c2cccc3nsnc23)c1	11	-0.8	5	14	-9	-0.3	1	5	-15
COc1cccc(OC)c1C(=O)NC(=S)Nc1ccc2oc(=O)ccc2c1	9	4.0	6	7	1	-0.6	4	17	-3
O=C(O)c1cnccn1	-8	0.3	-2	-1	8	0.9	1	-20	·
CCOCC(=O)Nc1ccc(F)c(F)c1	3	-0.6	3	-7	-6	0.1	3	-28	5
CCc1cccc(OCCCn2ccnc2)c1	1	-0.5	0	-2	-32*	-0.5	6	-5	-1
COc1cccc(C(=O)c2cn(CC(=O)NCCc3ccccc3)c3nc(C)ccc3c2=O)c1	-9	-0.5	-5	-3	-12	0.3	1	·	-4
CC(C)(C)N1CC2(c3ccccc3)CN(C(C)(C)C)CC(c3ccccc3)(C1)C2=O	-2	0.0	4	1	5	-0.4	2	-10	17
COc1ccccc1CC(=O)OC(C)C(=O)Nc1ccc(S(=O)(=O)N2CCCCC2)cc1 (configuration not stated)	5	1.1	-6	7	-18	0.2	7	-9	-4
CCOC(=O)c1ccc(Oc2cc(C)nc(SC)n2)cc1	-2	-0.6	-7	1	2	-0.2	1	-13	-2
COc1ccc(/C=N/N2CCN(C)CC2)cc1OC	-8	0.8	-3	1	-13	-0.3	2	-12	-6
FC(F)(F)c1cccc(N2CCN(c3nc4ccccc4n4cnnc34)CC2)c1	·	0.3	8	-4	10	0.0	4	·	·
Cc1noc(C)c1CSc1ccc(Br)cc1	3	-0.3	4	-6	-33*	-0.1	15	-13	-2
Cc1ccc(N2CC(C(=O)Nc3nnc(C)s3)CC2=O)cc1 (configuration not stated)	6	0.0	-4	12	0	1.5	2	-13	-3
CCn1cc(CN(C)S(=O)(=O)c2cccc([N+](=O)[O-])c2)cn1	1	-0.4	5	-4	-7	0.9	2	-24	4
Cn1c(SCc2ccon2)nc2ccccc2c1=O	3	-0.4	5	8	-4	-0.3	2	1	16
CN1CCN(C(=S)Nc2cc(S(=O)(=O)N3CCOCC3)ccc2Cl)CC1	-1	-0.3	0	3	-13	2.3	2	6	-2
O=C(COC(=O)c1ccc2[nH]c3c(c2c1)CCCC3)NC1CCS(=O)(=O)C1 (configuration not stated)	9	0.7	1	-2	16	0.1	-1	1	-7
CCCNC(=O)c1ccc2snnc2c1	-2	0.2	1	4	-7	1.2	1	-10	-8
CCc1cc2c(cc3c(=O)n(CC(=O)NCCCN(CC)CC)nc(CC)n32)s1	-5	-0.7	4	-5	-20	-0.9	1	-2	14
COCC(=O)Nc1c(C(=O)Nc2ccccc2OC)oc2ccccc12	-9	-1.3	-7	-3	-9	-0.9	-2	-4	7
CCC(C(N)=NCCc1ccc(OC)c(OC)c1)c1ccccc1 (configuration not stated)	-12	0.2	-1	-1	6	0.2	2	-8	3
COc1ccccc1CNC(=O)C(C)NS(=O)(=O)c1ccc(Br)cc1 (configuration not stated)	1	-0.8	0	-4	5	0.0	0	0	-6
CCOc1ccc(OCCOCCn2ccnc2)cc1	·	-1.0	7	-3	4	·	-1	·	-1
CN(CC(=O)Nc1ccc(Cl)cc1)C(=O)CCc1c[nH]c2ccccc12	-2	-0.3	-2	·	-20	2.0	11	6	-8
Cc1ccc(S(=O)(=O)NC(=O)COc2cc(C)ccc2C(C)C)cc1	7	-1.2	-11	3	-44*	0.1	8	-15	-3
Cc1cccc(NC(=O)C2CCCN2C(=O)OCc2ccccc2)c1 (configuration not stated)	-9	-0.3	-4	1	·	-0.7	-3	-7	·
CCCCNC(=O)CSc1nc2ccccc2nc1Cc1ccccc1	13	-0.3	-4	3	-3	-0.9	3	·	·

Some of these compounds in order of molecular weight, highest first:
SMILES	D2 PAM	TRHR agonist	TRHR PAM	D1 potentiator	D1 antagonist	D2 agonist	D1 agonist	D2 antagonist	RXFP1 antagonist
Cc1ccc(S(=O)(=O)NC(=O)COc2cc(C)ccc2C(C)C)cc1	7	-1.2	-11	3	-44*	0.1	8	-15	-3
Cc1cccc(NC(=O)C2CCCN2C(=O)OCc2ccccc2)c1 (configuration not stated)	-9	-0.3	-4	1	·	-0.7	-3	-7	·
CCOC(=O)c1ccc(Oc2cc(C)nc(SC)n2)cc1	-2	-0.6	-7	1	2	-0.2	1	-13	-2
